Screening results: PubChem, Southern Research Specialized Biocontainment Screening Center
H37Rv inhibition – M. tuberculosis growth inhibition, HTS (AID 449762). actives 0.59% (n = 330,000). inhibition, % at 25 µM, or IC50 in µM where a hit was titrated. M. tuberculosis H37Rv growth inhibition, 7H9 media; higher % means a stronger effect; in the data active = a potency from the dose series; inconclusive = inhibition above about 70% without an active follow-up result;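 also: bacterial growth assessed after seven days of incubation; strong numbers were not always called active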
inhibitors of VEEV – inhibitors of VEEV TC-83 cytopathic effect, confirmation, Vero cells (AID 588727); Vero cells, VEEV TC-83 cytopathic effect inhibition; higher % means a stronger effect; one-dose inhibition, % at 20 µM; IC50 in µM for titrated hits; actives 0.13% (n = 350,000); in the data active = a potency from the dose series; inconclusive = inhibition mostly from about 14% at the one dose, without a potency; inactive = the rest, 99 in 100 with inhibition below about 12%; also: strong numbers were not always called active
influenza NS1A – H1N1 influenza NS1A inhibitors, functional cell based assay (AID 504329). NS1A functional cell-based assay, percent inhibition; higher % means a stronger effect. inhibition, % at 12.5 µM; hits with a dose series show IC50 in µM. actives 0.3% (n = 340,000); in the data active = a potency from the dose series; inconclusive = inhibition above about 27% without an active follow-up result; also: strong numbers were not always called active
Salmonella PhoP GFP – PhoP regulon inhibitors, Salmonella typhi PhoP promoter GFP reporter, confirmatory (AID 1850); inhibition, % at 50 µM, or IC50 in µM where a hit was titrated; actives 0.33% (n = 310,000); Salmonella Typhi PhoP-promoter GFP reporter, fluorescence, 4 h; higher % means a stronger effect; in the data active = a potency from the dose series; inconclusive = inhibition mostly from about 25% at the one dose, without a potency; inactive = the rest, 99 in 100 with inhibition below about 19%;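 also: 0% = induced wells with vehicle and 100% = uninduced wells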
M. tuberculosis – growth inhibition of non-replicating M. tuberculosis (AID 488890); inhibition, % at 25 µM; hits with a dose series show IC50 in µM; actives 0.39% (n = 320,000); Mycobacterium tuberculosis non-replicating, growth inhibition; higher % means a stronger effect; in the data active = a potency from the dose series; inconclusive = inhibition mostly from about 82% at the one dose, without a potency; inactive = the rest, 99 in 100 with inhibition below about 76%;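 also: plate controls were DMSO cells for no effect and high antibiotic wells for full effect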
inhibitors of VEEV 10K pilot screen – second read-out of inhibitors of VEEV, no call of its own (marks repeat the call); inhibition, %; measured here: 10K pilot screen inhibition
* marks the source's active call; other numbers are inactive results; i = inactive; ? = inconclusive; nt = not tested or not shown.

SMILES	H37Rv inhibition	inhibitors of VEEV	influenza NS1A	Salmonella PhoP GFP	M. tuberculosis	others
COc1ccc(NC(=O)Nc2ccccc2OC)cc1	7%	1.3%	1%	-16%	-1%
Cc1cn(C2C=CC(CO)O2)c(=O)[nH]c1=O (centres undefined)	-8%	0.9%	-1%	-13%	nt
Cc1ccc(NC(=O)c2ccc(CSc3nnc(C)s3)cc2)c(C)c1	17µM*	0.5%	1%	-10%	19%	inhibitors of VEEV 10K pilot screen=1.0
COc1ccc([C@@H]2C[C@@H](c3ccccc3)Oc3c(C)ccc(C(C)C)c32)cc1	8%	nt	nt	-4%	-13%
Cc1[nH]nc(SCC(=O)NC2CCCC2)c1[N+](=O)[O-]	8%	0.1%	-2%	2%	-1%
CCn1c(/C=C/N(C(C)=O)c2ccccc2)[n+](CC)c2ccc(Cl)cc21	-9%	i	-6%	-1%	31%
NC(=O)CSc1nccn1Cc1ccc2c(c1)OCO2	-5%	1.4%	-2%	-1%	-13%
COc1ccc(-c2cc(C(=O)Nc3ccccc3N3CCOCC3)c3ccccc3n2)cc1OC	7%	9.9%	6%	-2%	11%
COc1ccc(S(=O)(=O)Nc2cccc(S(=O)(=O)N(C)C)c2)cc1[N+](=O)[O-]	nt	i	19%	nt	nt
COc1ccc(OC)c2sc(NC(=O)C3=COCCO3)nc12	-6%	11%	-7%	-3%	17%
CC(NC(=O)c1ccc(F)cc1)c1ccc2c(c1)CCCC2 (centres undefined)	-1%	3.2%	0%	6%	70%
CC1(C)CC(=O)c2c(nc3ccccc3c2N)C1	-2%	6.6%	-16%	72µM*	11%
Cc1ccc(-c2nnc(Nc3ccc(C(N)=O)cc3)c3ccccc23)cc1S(=O)(=O)NCC1CCCO1 (centres undefined)	-2%	6.4%	-1%	2%	7%
CCc1ccccc1N(CC(=O)N1CCc2ccccc2C1)S(C)(=O)=O	6%	i	-2%	0%	25%
O=C(CN1C(=O)C2CCCCC2C1=O)OCn1nnc2ccccc2c1=O (centres undefined)	3%	0.1%	4%	-6%	-13%
O=C(NCC(c1cccs1)N1CCOCC1)c1ccccc1NS(=O)(=O)c1cc([N+](=O)[O-])ccc1Cl (centres undefined)	-6%	i	3%	1%	11%
Cc1nonc1NC(=O)Nc1cccnc1	-3%	6.8%	-8%	-5%	-5%
CC(C)(C)c1ccccc1NC(=O)c1ccc2c(c1)SC1=NS(=O)(=O)CCN12	7%	0.7%	-4%	-5%	26%
CC(=O)Nc1ccc(S(=O)(=O)N2CCN=C2SCc2ccc(C)cc2)cc1	9%	6.9%	-11%	-10%	-6%
O=C(CN1CCN(c2ncccn2)CC1)NCc1ccccc1	-9%	1.4%	1%	-24%	-2%
CCCc1cc(=O)[nH]c(SCC(=O)c2cc(C)n(CC3CCCO3)c2C)n1 (centres undefined)	-7%	3.3%	-11%	nt	21%
Cc1nc2nc(C)c(NS(=O)(=O)c3ccc(C4CCCCC4)cc3)c(=O)n2[nH]1	1%	1.4%	2%	14%	5%
CCC1=C2CC[C@H]3C(=O)N(c4ccccc4)C(=O)[C@H]3[C@H]2[C@@]2(C)C(=NCc3ccccc3)OC(=O)N2C1=O	-2%	0.5%	-13%	2%	7%
CSCCC(NC(=O)COc1ccccc1)C(=O)N1CCCCCC1 (centres undefined)	-8%	0.2%	-15%	nt	-2%
COc1ccc(C(=O)C2CCCN(Cc3cn[nH]c3-c3ccccc3)C2)cc1OC (centres undefined)	2%	0.3%	0%	16%	-2%
(next part)
SMILES	H37Rv inhibition	inhibitors of VEEV	influenza NS1A	Salmonella PhoP GFP	M. tuberculosis	others
Nc1nonc1C(=O)N1CCCCC1	-2%	0.5%	-11%	1%	-4%
Cc1ccccc1CSCCNC(=O)COc1ccc(Cl)cc1	4%	0.0%	-5%	1%	57%
NC(=O)c1ccc(NC(=O)CSC(=O)c2ccccc2)cc1	3%	2.4%	-6%	nt	19%
Cc1ccc(SCCNC(=O)c2ccccc2)cc1	-1%	0.6%	-6%	5%	61%
COC(=O)c1ccc(NC(=S)N2CCC(C(N)=O)CC2)cc1	7%	0.7%	-12%	-1%	-2%
COc1cccc(Cn2nnc(C(=O)Nc3cc(C)ccc3OC)c2N)c1	-13%	4.0%	9%	-9%	-8%
Cn1nc(Oc2ncc(C(F)(F)F)cc2Cl)cc1C(F)(F)F	-10%	1.1%	-1%	5%	-5%
Cc1nc2ccc(S(=O)(=O)Nc3ccccc3C)cc2s1	-4%	i	20%	-9%	-8%
CCOC(=O)C1CCN(C(=O)Cn2nc(CC)n3cccc3c2=O)CC1	5%	0.4%	0%	10%	-6%
CNC(=S)NNC(=O)c1sccc1OCc1ccc(C)cc1	-12%	i	-13%	-7%	-3%
COC(=O)c1c(NC(=O)c2ccco2)sc2c1CCN(C(C)C)C2	-10%	2.0%	16%	-7%	nt
COc1ccc(-c2cc(C(=O)Nc3c(C)n(C)n(-c4ccccc4)c3=O)c3ccccc3n2)cc1OC	15%	7.4%	-3%	10%	1%
COCCCNS(=O)(=O)c1ccc2c(c1)OCCO2	1%	7.7%	-10%	-5%	4%
C/C(=N/NC(=O)c1ccoc1C)c1ccc(N2CCOCC2)cc1	0%	i	-1%	-10%	-13%
CC(=O)N(C)Cc1ccc(C(=O)CSc2nnc(C3CC3)n2C2CC2)cc1	-9%	2.4%	-2%	nt	-4%
CCOCCCNC(=O)c1cc2c(=O)[nH]c3ccccc3c2s1	-5%	1.1%	-10%	-1%	-15%
COc1cccc(C2CC(C(F)(F)F)n3ncc(C(=O)O)c3N2)c1 (centres undefined)	-5%	i	3%	2%	12%	inhibitors of VEEV 10K pilot screen=0.1
CCOC(=O)c1c(O)c(Cl)c(C)[nH]c1=O	-3%	1.0%	-10%	-10%	6%
O=C(NCc1cccnc1)Nc1ccc(Br)cc1	-4%	4.6%	8%	11%	13%
COc1ccc(NC(=O)CSc2nnc(-c3ccccn3)n2Cc2ccco2)cc1OC	-6%	i	0%	-2%	15%
CCOC(=O)c1c(NC(=O)Cn2nc(C(=O)O)c3ccccc3c2=O)sc(CC)c1C	14%	2.4%	3%	-18%	11%
CC(=O)Nc1ccc(C2(O)COc3ccccc3O2)cc1 (centres undefined)	3%	0.9%	4%	-2%	12%
CCN(CC(=O)NCc1cccs1)C(=O)/C=C/c1cccc(Cl)c1Cl	-11%	5.4%	-5%	6%	-8%
O=C(c1cc(Cl)ccc1Cl)N1CCN(c2ccccn2)CC1	-1%	0.6%	4%	3%	13%
CCC(C(=O)NCc1cccs1)n1nc(C)n2c(cc3occc32)c1=O (centres undefined)	6%	0.4%	12%	-10%	-20%
The list continues.
SMILES	H37Rv inhibition	inhibitors of VEEV	influenza NS1A	Salmonella PhoP GFP	M. tuberculosis	others
Cc1ccc(-n2nc3ccc(N)cc3n2)c(C)c1	-1%	4.0%	-15%	1%	40%
O=C(Nc1cccnc1)c1cn(-c2ccccc2)nc1-c1cccs1	0%	8.4%	0%	-6%	20%
CCCOc1ccc(N2C(=O)CC(SCCc3nc4ccccc4[nH]3)C2=O)cc1 (centres undefined)	2%	0.6%	-20%	-16%	46%
O=C(c1ccc(COCC(F)(F)F)o1)N1CCCC1	-7%	i	-1%	1%	59%
Cc1cccc(C)c1-n1nnnc1SCC(=O)c1c(N)n(C2CC2)c(=O)[nH]c1=O	3%	1.1%	-4%	nt	-3%
NC(=O)c1cc(Cl)cn(-c2ccccc2)c1=O	1%	0.4%	0%	-3%	nt
COC(=O)C1CCN(S(=O)(=O)c2cc3c4c(c2)CCN4C(=O)CC3)CC1	nt	i	0%	nt	nt
CCc1sc(C(=O)NCc2ccccc2)cc1C	-1%	0.1%	11%	5%	26%
CCCC(c1nnnn1C1CCCCC1)N1CCN(C2CCCC2)CC1 (centres undefined)	-7%	1.1%	-10%	6%	3%
CCSc1cnn(-c2ccccc2)c(=O)c1Cl	3%	3.9%	-19%	-5%	?
O=C(CN1C(=O)NC(Cc2c[nH]c3ccccc23)C1=O)NCCc1ccccc1 (centres undefined)	1%	i	4%	-9%	-7%
CC(=O)c1ccc(NC(=O)C(C)OC(=O)CCCN=C2NS(=O)(=O)c3ccccc32)cc1 (centres undefined)	5%	0.9%	-5%	-2%	11%
O=C(Nc1cccnc1)c1cc(-c2cccnc2)nc2ccc(Br)cc12	5%	5.0%	3%	6%	-7%
CCN1CCCC1CNCc1cccc(OC)c1OCc1ccc(F)cc1 (centres undefined)	0%	i	-7%	-7%	26%
CC(NC(=O)/C(C#N)=C/c1ccco1)c1ccccc1 (centres undefined)	7%	0.5%	-7%	8%	-5%
CCn1cc(C(=O)NCCN(C)C)c(=O)c2cc(F)c(N3CCN(C)CC3)cc21	-4%	i	0%	23µM*	1%
COc1cc(CC(=O)OCC(=O)N2C(C)CCCC2C)cc(OC)c1OC (centres undefined)	4%	i	13%	-12%	27%
CC(C)(Oc1ccc(Cl)cc1)C(=O)Nc1cccc(S(=O)(=O)NC2=NCCC2)c1	-6%	7.8%	1%	nt	5%
O=S(=O)(c1ccccc1)N1CCN=C1SCc1ccccc1Cl	2%	0.7%	1%	-9%	40%
Cc1ccccc1OCCn1ccnc1	-2%	i	-12%	-4%	-7%
Cc1ccc(C)c(S(=O)(=O)Nc2ccc(S(=O)(=O)Nc3onc(C)c3C)cc2)c1	nt	0.7%	-18%	nt	nt
CC(=O)NC(CCC(=O)O)C(=O)O (centres undefined)	nt	i	0%	nt	nt
O=C(CSc1nnc(-c2ccccc2O)o1)N1CCCCC1	-9%	1.1%	-10%	-5%	-5%
Cc1cccc(-c2nc(CSCC(=O)N3CCN(c4ccccn4)CC3)c(C)o2)c1	-17%	i	3%	-10%	-5%
CC(Oc1ccccc1F)C(=O)NNC(=O)CCNC(=O)c1ccccc1Cl (centres undefined)	-7%	0.5%	-6%	-8%	-16%
Following part:
SMILES	H37Rv inhibition	inhibitors of VEEV	influenza NS1A	Salmonella PhoP GFP	M. tuberculosis	others
COCCNC(=O)C(=O)NNC(=O)COc1ccc(OC)cc1	?	0.3%	6%	2%	33%
CSc1ccccc1OCc1cc(C(=O)N2CCCC(C)C2)no1 (centres undefined)	1%	3.0%	1%	-6%	10%
Cc1ccccc1C(=O)Oc1ccc(Br)cc1C(=S)N1CCCC1	-8%	i	2%	-8%	-2%
COc1cccc(/C=C/C(=C2/C(=O)N(c3ccccc3)N=C2C)c2ccc(C)cc2)c1OC	4%	1.7%	0%	-4%	-22%
Cc1nc(CSc2nnc(Nc3cccc(C)c3C)s2)cs1	3%	i	-5%	-2%	53%
CC(=O)N1CCSc2ccc(S(=O)(=O)Nc3cccc(C)c3)cc21	9%	0.4%	1%	7%	14%
